Pf growth 96h: Primary qHTS for delayed death inhibitors of the malarial parasite plastid, 96 hour incubation; 320,000 compounds, 6.9% hits; P. falciparum luciferase reporter growth, 96 h; Potency, µM (highest dose often 28.7 µM), without a hit: top-dose activity change, negative = inhibition, most hits filed as inhibitors; further: potency means the concentration at half of the fitted maximal effect; on the % scale 0 is the no-effect control and ±100 the full control effect
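P. falciparum expressing integrated firefly luciferase grown in erythrocytes (2% hematocrit, 0.05% parasitemia final) with compounds for 96 hours at 37 C, 5% CO2. Growth inhibition read as loss of luminescence after adding luciferase detection reagent.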
Tb PYK inh: qHTS of Trypanosoma Brucei Inhibitors. TbPYK enzyme, Kinase-Glo Plus ATP luminescence, 45 min. pyruvate kinase (Trypanosoma brucei), Q57TT1. Potency, µM (highest dose often 76.8 µM), for inactives: at the highest dose activity, negative = inhibition, hits mostly inhibitors. 410,000 compounds, 0.12% hits; further: potency means the concentration at half of the fitted maximal effect; on the % scale 0 is the no-effect control and ±100 the full control effect; nearly all actives have a fitted effect of over 50% in size
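Assay buffer: 50 mM TEA pH 7.2, 100 mM KCl, 10 mM MgCl2, 0.05% BSA, 0.01% Tween-20. Pyruvate kinase from T. brucei plus substrate met compound, then ADP (130 uM final). Luminescence was read post 45 min RT.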
AMA1 RON2 block: qHTS for Inhibitors of AMA1-RON; Towards Development of Antimalarial Drug Lead: Primary Screen; AlphaScreen AMA1-biotinylated RON2 peptide binding; Potency, µM (top dose mostly 58.2 µM), without a hit: top-dose activity change, negative = inhibition, actives largely listed as inhibitors; 360,000 compounds, 0.2% hits; AID 720542, 2013;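 further: potency means the concentration at half of the fitted maximal effect; 0% = vehicle wells and -100% = peptide control; nearly all actives have a fitted effect of over 45% in size; some results filed as inactive show a strong effect at the top dose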
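AMA1 (3D7) with his tag at 25 nM final met compounds first, then biotinylated RON2 peptide at 25 nM; detection used donor plus acceptor beads, 10 µg/mL apiece, read by AlphaScreen after 30 min at room temperature.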
Pf growth 48h: Primary qHTS for delayed death inhibitors of the malarial parasite plastid, 48 hour incubation. 310,000 compounds, 5.9% hits. P. falciparum luciferase growth in erythrocytes, 48 h. Potency, µM (series often up to 28.7 µM), for inactives: top-dose activity change, negative = inhibition, actives largely listed as inhibitors; further: potency means the concentration at half of the fitted maximal effect; on the % scale 0 is the no-effect control and ±100 the full control effect
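A one-generation exposure of luciferase-tagged malaria parasites in RPMI 1640/Albumax erythrocyte culture, 37 C and 5% CO2. Inhibition is inferred from decreased luminescence after adding detection reagent.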
LmPK inhibitor: qHTS Assay for Inhibitors of Leishmania Mexicana Pyruvate Kinase (LmPK); Q27686; purified LmPK, Kinase-Glo ATP luminescence, 1 h; Potency, µM (top dose mostly 57.5 µM), without a hit: at the highest dose activity change, negative = inhibition, hits mostly inhibitors; 290,000 compounds, 0.37% hits; AID 1721, 2009; further: potency means the concentration at half of the fitted maximal effect; on the % scale 0 is the no-effect control and ±100 the full control effect
Target sequence (Q27686 whole entry, looked up): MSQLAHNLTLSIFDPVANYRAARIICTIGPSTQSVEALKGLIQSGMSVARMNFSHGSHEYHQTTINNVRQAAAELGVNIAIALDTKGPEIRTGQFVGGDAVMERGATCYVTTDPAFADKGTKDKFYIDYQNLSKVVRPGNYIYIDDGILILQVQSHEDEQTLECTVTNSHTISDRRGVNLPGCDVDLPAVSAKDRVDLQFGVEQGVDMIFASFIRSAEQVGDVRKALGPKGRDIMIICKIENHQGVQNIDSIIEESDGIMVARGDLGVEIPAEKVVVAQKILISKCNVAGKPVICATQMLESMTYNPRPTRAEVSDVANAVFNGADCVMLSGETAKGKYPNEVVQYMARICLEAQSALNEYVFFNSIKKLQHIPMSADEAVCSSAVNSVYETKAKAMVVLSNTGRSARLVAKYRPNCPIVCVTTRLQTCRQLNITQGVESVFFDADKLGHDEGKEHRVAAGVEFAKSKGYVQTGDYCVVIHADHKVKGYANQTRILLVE
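Purified LmPK (0.1 nM) converted ADP (0.1 mM) to ATP with PEP (0.5 mM) in imidazole buffer pH 7.2 with KCl and MgCl2, 1 h at room temperature. ATP was read by Kinase-Glo luminescence; data normalized to uninhibited and no-enzyme controls.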
Cycloheximide cs: Cycloheximide Counterscreen for Small Molecule Inhibitors of Shiga Toxin. 300,000 compounds, 12% hits. cell reporter, cycloheximide protein synthesis inhibition counterscreen. max response, %. AID 2314, 2010; in the data active means max response mostly above about 13%, no sharp cut-off; inactive means mostly below about 14%; further: read at 38.3 µM for the half of the compounds with a filed dose; 0% is about no effect
Shiga toxin inh: A qHTS for Small Molecule Inhibitors of Shiga Toxin; 290,000 compounds, 9.2% hits; Vero cells, Shiga toxin protein synthesis inhibition reporter; inhibition, % at 38.7 µM; in the data active means inhibition mostly above about 28%, no sharp cut-off; inactive means mostly below about 43%; further: 0% is about no effect
* = called active by the depositor; u = inconclusive; x = not tested or not shown; ! = not active in a repeat; [ ] = remark or other dose. Unless noted, the call rests on the fitted dose curve; in most records, active means well fitted curve in the direction sought with a large enough effect; inconclusive means small, poorly fitted or top-dose-only effect, or another doubt; inactive means no such curve, though single readings can be large; an effect the other way counts as inactive or inconclusive. Outcome played no part in choosing rows; overall some 21% were active at least once.

entry	structure	Pf growth 96h	Tb PYK inh	AMA1 RON2 block	Pf growth 48h	LmPK inhibitor	Cycloheximide cs	Shiga toxin inh
1	CCc1ccc(/C=N/N2CCN(c3ccccn3)CC2)cc1	42%[activator]	0%	-18%	139%[activator]	3%	37*	68*
2	Cc1ccccc1NC(=O)COC(=O)CC1CCCC1	64%[activator]	-5%	-3%	54%[activator]	x	x	x
3	COC(=O)C(C(=O)Nc1ncccn1)C1CCCCCC1 (centres undefined)	29%	4%	7%	25%	1%	-5	-9
4	COc1ccc(C(N)=O)c(OCC(=O)Nc2cc(C)on2)c1	39%[activator]	2%	-3%	19%	x	x	x
5	CC(=O)Nc1ccc(/C=C(\C#N)C(=O)NCc2ccccc2)cc1	0%	8%	1%	-20%	-2%	-5	-5
6	Cc1cc(C)n(CC(=O)NNC(=O)COc2ccc(F)cc2Br)n1	24%	-12%	123%[activator]	5%	x	x	x
7	CCOC(=O)Cc1nc2ccccc2n(CC#N)c1=O	51%[activator]	-5%	-6%	4%	0%	3	-5
8	COc1ccc(/C=N/NC(=O)c2cccc([N+](=O)[O-])c2)cc1OC(=O)c1ccccc1	x	0%	10%	-5%	1%	10	-14
9	O=C(NC1CCOc2ccccc21)C1CCCC1 (centres undefined)	18%	-5%	-3%	11%	-2%	-3	-5
10	O=C(c1ccoc1)N1CCCC(CO)(CCCc2ccccc2)C1 (centres undefined)	0%	2%	-18%	-13%	-12%	-3	-24
11	Cc1ccc(-n2c(SCC(=O)NCc3ccco3)nc3c([nH]c4ccccc43)c2=O)cc1	u	-1%	7%	u	3%	13	12
12	CC(=O)c1ccc(NC(=O)C2=CC(c3ccco3)=NS(=O)(=O)N2C)cc1	-13%	0%	-5%	45%[activator]	-2%	15*	27
13	O=C(CCCCCN1C(=O)c2cccc3cccc(c23)C1=O)NCCO	-6%	4%	-1%	-17%	2%	4	26
14	COc1ccc(OC)c(C(=O)CSc2nnc(Cc3cccs3)n2C)c1	u	-18%	7%	u	-1%	-1	-11
15	Cc1ccc2c(C)c(C(=O)N3CCN(C4CCS(=O)(=O)C4)CC3)oc2c1C (centres undefined)	u	-8%	-6%	-14%	-7%	18*	-13
16	Cn1c(C(=O)Nc2ccc3c(c2)OCCO3)cc2sccc21	0%	2%	-10%	130%[activator]	-25%	36*	47*
17	CCCNC(=S)N1CCN(c2nc(-c3ccc(C)cc3)cs2)CC1	u	-12%	7%	-4%	0%	13*	-2
18	COc1ccc(Cc2nnc(NC(=O)Cn3cnc4c3c(=O)n(C)c(=O)n4C)s2)cc1OC	39%[activator]	-3%	0%	-1%	14%	8	-18
19	CC(C(=O)N1c2ccccc2CCc2ccccc21)n1nnc(-c2ccc(N(C)C)cc2)n1 (centres undefined)	1%	-2%	-25%	7.4µM*	3%	-1	-13
20	CC(=O)Nc1cccc(OCC(=O)Nc2cccc(S(=O)(=O)N3CCCC3)c2)c1	u	1%	-6%	u	x	x	x
21	COC(=O)[C@@H]1[C@H](CCc2ccccc2)NC(=O)N(Cc2ccccc2)[C@@H]1C	x	-5%	-2%	x	-5%[11.5 µM]	x	x
22	O=[N+]([O-])c1ccc(Cl)cc1NCC1CCCO1 (centres undefined)	14%	3%	1%	-13%	-5%	9	15
23	COC(=O)C1C(=O)C2=C(CC1C)NC(=O)CC2c1ccc(F)cc1 (centres undefined)	4%	-1%	10%	15µM*	-3%	-3	-7
24	Cc1ccc(C(=O)NNC(=O)C(C)Oc2ccc3ccccc3c2)o1 (centres undefined)	1%	6%	52%[activator]	23%	x	x	x
25	O=C(CCC1CCCC1)NC1CCCCC1	126%[activator]	5%	-1%	x	-2%	18*	65*
26	O=C(Cn1nnc(-c2ccccc2)n1)N/N=C/c1cccc([N+](=O)[O-])c1	u	-2%	0%	0%	4%	-3	-17
27	CCNC(=O)c1cc2ccccc2o1	29%	8%	9%	7%	-1%	-4	-10
28	O=C(CCC(=O)c1ccc(Oc2ccccc2)cc1)Nc1ccc(Cl)cc1Cl	63%[activator]	5%	-1%	-2%	3%	1	2
29	CCCN1CCC(=O)N(CCSc2ccc(NC(C)=O)cc2)CC1	14%	5%	-16%	141%[activator]	3%	64*!	108*!
30	COc1ccccc1CCNC(=O)C(=O)NCC1OCCCN1S(=O)(=O)c1cc(C)ccc1C (centres undefined)	u	1%	6%	u	-1%	-2	-2
31	CCCN1Cc2cccc(C(=O)Nc3ccc(C)cc3)c2C1=O	70%[activator]	-3%	4%	x	7%	-2	12
32	COc1ccc(CC(=O)Nc2ccc(-c3cn4cccc(C)c4n3)cc2)cc1OC	x	-4%	26%	-22%	10%	15	23
33	COc1cccc(/C=N/NC(=O)C[n+]2ccccc2)c1O	5.9µM*	-2%	-43%	u	0%	-1	-1
34	COc1cccc(C(C(=O)Nc2ccc(F)cc2)N(C(=O)Cn2nnc3ccccc32)C2CC2)c1 (centres undefined)	10µM*	8%	-6%	u	-1%	-1	-14
35	Cc1cccc(NC(=O)CN2C(=O)CCS(=O)(=O)c3ccccc32)c1C	u	2%	16%	0%	-5%	-2	-3
36	Oc1ccc2ccccc2c1CNc1ccc(Br)cn1	u	4%	-5%	-9%	-4%	46*	66*
37	CCOC(=O)CC1=C(C(=O)OCC)C(c2ccc(C)o2)C(C#N)=C(N)O1 (centres undefined)	u	-10%	8%	u	8%	-2	-6
38	Clc1nc(CN2CCCCC2)nc2sc3c(c12)CCC3	u	3%	-2%	-16%	1%	3	35
39	O=C(Nc1ccnn1C1CCN(C(=O)Cc2cccc(Cl)c2)CC1)C1CC1	13µM*	3%	20%	-7%	2%	3	20
40	CC1CN(C(=O)c2ccccc2NS(=O)(=O)c2cccc([N+](=O)[O-])c2)CC(C)O1 (centres undefined)	19%	1%	-2%	19%	0%	1	-24
41	OCCC1CN(Cc2ccc(C(F)(F)F)cc2)CCN1Cc1ccccc1 (centres undefined)	u	-9%	-17%	-21%	1%	-2	-7
42	Cc1ccc(C)c(NC(=O)CCC(=O)N/N=C/c2ccc3c(c2)OCO3)c1	86%	-13%	23%	92%[activator]	1%	20*	42
43	CCn1ncc(NC(=S)NCCc2ccccc2)c1C(N)=O	-27%	-9%	u	41%	0%	3	29
44	O=C(N/C(=C/c1ccccc1)C(=O)N1CCCCC1)c1ccco1	32%[activator]	-15%	0%	22%	-2%	-2	-6
45	O=C(CCCn1c(=O)c2sccc2n(CC(=O)OCc2ccccc2)c1=O)NCc1ccco1	18%	-1%	-14%	u	4%	11	3
46	Cc1ccnc(NC(=O)CN2C(=O)NC(C)(c3ccc4ccccc4c3)C2=O)c1 (centres undefined)	-3%	2%	-9%	u	x	x	x
47	O=C(O)c1ccc(CSc2nnc(-c3ccncc3)n2-c2ccc(Br)cc2)cc1	u	1%	0%	11%	0%	-3	-5
48	Cc1cc(C(=O)CSc2nnc(-c3ccc(F)cc3)o2)c(C)n1CC1CCCO1 (centres undefined)	13µM*	-6%	-4%	-6%	-1%	10	15
49	CC(C)c1ccc(N(CC(=O)N2CCOCC2)S(C)(=O)=O)cc1	-20%	-2%	0%	0%	-2%	-2	-5
50	COc1ccccc1-c1c(C#N)c(SCC(=O)N2CCCC2)nc(C)c1C(N)=O	u	x	x	-25%	5%	-5	-4
51	C/C(Cc1ccccc1)=N/NC(=O)CCCC(=O)N/N=C(/C)Cc1ccccc1	u	0%	71%[activator]	8%	11%	3	13
52	Nc1c(C(=O)Nc2ccc(Cl)c(C(=O)O)c2)sc2nc3c(cc12)CCCC3	189%[activator]	8%	2%	101%[activator]	-6%	18	8
53	CC(NC(=O)c1ccco1)C(=O)N1CCN(S(=O)(=O)c2ccccc2C#N)CC1 (centres undefined)	u	-7%	-3%	8%	x	x	x
54	O=C(CSc1nc2cc(Cl)ccc2o1)Nc1ccc(N2CCOCC2)cc1	u	-7%	-5%	32%[activator]	3%	31*	72*
55	Cc1noc(C(=O)N2CC3(C)CC2CC(C)(C)C3)c1Cl (centres undefined)	u	0%	1%	x	0%	1	-12
56	Cc1ccc(C(C)C)c(OCC#CCN2CCOCC2)c1	8%	7%	u	-5%	-3%	-4	x

Molecules above containing a Cl atom (7):
entry	structure	Pf growth 96h	Tb PYK inh	AMA1 RON2 block	Pf growth 48h	LmPK inhibitor	Cycloheximide cs	Shiga toxin inh
22	O=[N+]([O-])c1ccc(Cl)cc1NCC1CCCO1 (centres undefined)	14%	3%	1%	-13%	-5%	9	15
28	O=C(CCC(=O)c1ccc(Oc2ccccc2)cc1)Nc1ccc(Cl)cc1Cl	63%[activator]	5%	-1%	-2%	3%	1	2
38	Clc1nc(CN2CCCCC2)nc2sc3c(c12)CCC3	u	3%	-2%	-16%	1%	3	35
39	O=C(Nc1ccnn1C1CCN(C(=O)Cc2cccc(Cl)c2)CC1)C1CC1	13µM*	3%	20%	-7%	2%	3	20
52	Nc1c(C(=O)Nc2ccc(Cl)c(C(=O)O)c2)sc2nc3c(cc12)CCCC3	189%[activator]	8%	2%	101%[activator]	-6%	18	8
54	O=C(CSc1nc2cc(Cl)ccc2o1)Nc1ccc(N2CCOCC2)cc1	u	-7%	-5%	32%[activator]	3%	31*	72*
55	Cc1noc(C(=O)N2CC3(C)CC2CC(C)(C)C3)c1Cl (centres undefined)	u	0%	1%	x	0%	1	-12

2 entries from above, with values under each structure.
Every second line gives: Pf growth 96h	Tb PYK inh	AMA1 RON2 block	Pf growth 48h	LmPK inhibitor	Cycloheximide cs	Shiga toxin inh
3: COC(=O)C(C(=O)Nc1ncccn1)C1CCCCCC1 (centres undefined)
 : 29%	4%	7%	25%	1%	-5	-9
52: Nc1c(C(=O)Nc2ccc(Cl)c(C(=O)O)c2)sc2nc3c(cc12)CCCC3
 : 189%[activator]	8%	2%	101%[activator]	-6%	18	8

Screening results (PubChem)
